GLP-1R inv ag: inverse agonists of human GLP-1 receptor; Potency, µM (series often up to 38.3 µM), without a hit: top-dose activity change, negative = inhibition, hits mostly inhibitors; P43220; HEK293 GLP-1R CRE-luciferase, luminescence, 24 h; GLP-1R form is constitutively active; hit rate 1.6% among 410,000; also: potency is read from the fitted curve at half-maximal effect; % is scaled to controls: 0 for no effect and ±100 for the full control effect; nearly all actives have a fitted effect of over 55% in size
Target sequence (P43220 whole entry, looked up): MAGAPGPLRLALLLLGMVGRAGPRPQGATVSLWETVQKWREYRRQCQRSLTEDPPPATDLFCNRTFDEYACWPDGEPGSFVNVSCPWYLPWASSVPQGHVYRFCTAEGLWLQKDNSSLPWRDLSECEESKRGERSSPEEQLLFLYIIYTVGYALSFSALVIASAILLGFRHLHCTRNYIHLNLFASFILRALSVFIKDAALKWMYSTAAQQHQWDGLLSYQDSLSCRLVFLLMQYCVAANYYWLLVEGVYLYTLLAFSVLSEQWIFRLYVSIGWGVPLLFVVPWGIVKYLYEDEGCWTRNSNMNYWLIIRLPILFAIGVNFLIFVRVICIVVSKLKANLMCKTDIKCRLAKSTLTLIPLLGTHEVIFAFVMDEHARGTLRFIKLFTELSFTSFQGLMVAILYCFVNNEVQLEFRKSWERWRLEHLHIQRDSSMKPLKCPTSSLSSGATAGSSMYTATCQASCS
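Luminescence readout: a drop in cAMP-driven luciferase signal flags inverse agonism at a constitutively active GLP-1R stably expressed in HEK293. Compound exposure lasted 24 hr at 37 deg C, 5% CO2.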
D3 ag: activates the human D3 dopamine receptor; hit rate 0.58% among 410,000; max activation, %; AID 652048; D3R DiscoveRx beta-arrestin cells, luminescence, 90 min; P35462; in the data active = max activation above about 30%; also: 0% is about no effect; mostly tested at two doses, the higher about 12 µM
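Agonist-mode cell screen: cells plated at 1500/well and incubated overnight at 37 °C, then exposed to library compounds for 90 min at 37 °C. Detection reagent was added for 30–60 min at room temperature, and luminescence was read.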
aSyn yeast inh: alpha-synuclein toxicity inhibition in yeast; Yeast expressing alpha-synuclein, growth rescue, BacTiter-Glo, 24 h; Potency, µM (top dose mostly 46.1 µM), for the others: at the highest dose growth rescue (activation), most hits filed as activators; hit rate 0.14% among 370,000; also: potency is read from the fitted curve at half-maximal effect; % of control where 0% means no effect; nearly all actives have a fitted effect of over 65% in size
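Rescue of yeast growth: cells expressing toxic alpha-synuclein, induced in galactose at OD600 0.02, incubated with compound 24 h at 30 C. ATP luminescence quantified growth; inhibitors of toxicity appear as activators.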
GLP1R cytotox: cytotoxicity in counter-screen for GLP-1R inverse agonists. hit rate 0.13% among 410,000. Potency, µM (top dose mostly 38.3 µM), without a hit: at the top dose activity change, negative = inhibition, actives largely listed as inhibitors. HEK293 cAMP-luciferase reporter cells, luminescence, 24 h;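 also: loss of luciferase light is scored as toxicity; potency is read from the fitted curve at half-maximal effect; % is scaled to controls: 0 for no effect and ±100 for the full control effect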
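Luminescence readout: signal drop marks cytotoxicity. Plated cells grew 12 h at 37 °C, 5% CO2, received 23 nL compound for 24 h, then got luciferase reagent, read after 12 min at RT.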
TDP43 rescue: inhibitors of TDP-43 toxicity in yeast | TDP-43 expressing yeast growth rescue, BacTiter-Glo, 24 h | Potency, µM (series often up to 46.1 µM), for the others: at the highest dose growth rescue (activation), actives largely listed as activators | hit rate 1.8% among 410,000 | AID 652104; also: potency is read from the fitted curve at half-maximal effect; % of control where 0% means no effect; nearly all actives have a fitted effect of over 50% in size
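Readout is BacTiter-Glo luminescence of cell growth, so inhibitors register as activators. TDP-43-expressing yeast at OD600=0.02 in galactose medium, after raffinose pregrowth to mid-log, were incubated with compound for 24 hr at 30 deg C.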
GLP-1R agonist: agonists of human GLP-1 receptor; AID 624172; HEK293 GLP-1R CRE-luciferase, luminescence, 4-6 h; cells express a hypersensitive GLP-1R form; P43220; Potency, µM (series often up to 45.6 µM), for the others: at the top dose activation, actives largely listed as activators; hit rate 0.007% among 380,000; also: potency is read from the fitted curve at half-maximal effect; % of control where 0% means no effect
DRD3 antagonist: antagonists of human D3 dopamine receptor. hit rate 2.5% among 360,000. AID 652054. D3R cells, DiscoveRx beta-arrestin luminescence, antagonist mode; active compounds read low. max response, negative = inhibition, %. P35462; in the data active = max response below about -50%; inconclusive = no clear call, values can overlap the other calls; also: % is scaled to controls: 0 for no effect and ±100 for the full control effect; mostly tested at two doses, the higher about 12 µM
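Cells plated overnight at 1500 cells/well, then exposed to library compounds with dopamine controls for 90 minutes at 37 degrees C. DiscoveRx reagent added for 30–60 minutes at room temperature; luminescence read, quantitative HTS format.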
KB-V1 MDR tox: kills drug-selected multidrug resistant KB-V1 cells; KB-V1 MDR cells viability, CellTiter-Glo, 72 h; Potency, µM (doses to about 46.1 µM), for inactives: at the highest dose activity change, negative = cytotoxicity, usual class: cytotoxic; hit rate 3.4% among 400,000; also: potency is read from the fitted curve at half-maximal effect; % is scaled to controls: 0 for no effect and ±100 for the full control effect; nearly all actives have a fitted effect of over 60% in size
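Following 72 h at 37 degrees C with compound, KB-V1 cell viability was read by CellTiter-Glo luminescence, medium being phenol-red-free DMEM plus 10% FBS; concentration-response parameters came from normalized, curve-fitted qHTS data.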
PTHR1 ag: agonists of human PTHR1 parathyroid hormone receptor. Q03431. HEK293 GP2 PTHR1 cells, GloSensor cAMP luminescence, 1 h. Potency, µM (doses to about 115 µM), for inactives: top-dose activation, usual class: activators. hit rate 0.075% among 410,000. AID 743266; also: potency is read from the fitted curve at half-maximal effect; nearly all actives have a fitted effect of over 55% in size; some results filed as inactive show a strong effect at the top dose; inactives centre near -15; many of its hits are not listed in these tables
Target sequence (Q03431 whole entry, looked up): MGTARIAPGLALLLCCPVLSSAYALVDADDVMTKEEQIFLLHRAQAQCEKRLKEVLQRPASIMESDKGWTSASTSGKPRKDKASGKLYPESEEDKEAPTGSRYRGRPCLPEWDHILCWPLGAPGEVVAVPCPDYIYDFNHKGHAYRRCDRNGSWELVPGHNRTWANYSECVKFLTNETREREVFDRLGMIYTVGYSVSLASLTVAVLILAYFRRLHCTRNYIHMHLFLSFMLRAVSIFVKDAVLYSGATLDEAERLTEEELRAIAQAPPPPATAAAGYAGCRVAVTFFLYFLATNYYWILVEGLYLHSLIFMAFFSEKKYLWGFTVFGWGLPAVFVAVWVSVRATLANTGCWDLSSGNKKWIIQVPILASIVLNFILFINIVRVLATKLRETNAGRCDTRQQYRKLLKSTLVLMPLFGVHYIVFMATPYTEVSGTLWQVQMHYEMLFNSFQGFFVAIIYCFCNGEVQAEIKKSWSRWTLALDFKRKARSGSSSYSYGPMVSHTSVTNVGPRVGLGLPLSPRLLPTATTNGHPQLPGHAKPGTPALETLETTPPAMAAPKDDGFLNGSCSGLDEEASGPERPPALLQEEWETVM
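HEK-293-derived GP2 cells expressing PTHR1 and a GloSensor cAMP reporter, 3,000/well, plated overnight, given luciferin plus IBMX (each 0.5 mM as added) for 1 h at 37 °C, then compound for 1 h at 37 °C. Luminescence was read after 15 min at room temperature.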
An asterisk follows results filed as active; i = inactive; ? = inconclusive; · = no result given; [ ] = remark or other dose. Unless noted, calls follow the shape of the dose curve; as a rule, active = well fitted curve in the direction sought with a large enough effect; inconclusive = small, poorly fitted or top-dose-only effect, or another doubt; inactive = no such curve, though single readings can be large; an effect the other way counts as inactive or inconclusive. This is a subset; the hit share may differ from the screen's.

SMILES	GLP-1R inv ag	D3 ag	aSyn yeast inh	GLP1R cytotox	TDP43 rescue	GLP-1R agonist	DRD3 antagonist	KB-V1 MDR tox	PTHR1 ag
COc1ccc(-n2nc(C(=O)N(C)c3cc(C)ccc3C)c3c4ccccc4n(C)c3c2=O)cc1Cl	-8.1%	-7.7	·	-5.0%	3.7%	·	·	24.3%	i
CCC(=O)Nc1nc2c(s1)COc1ccccc1-2	-5.4%	-1.7	-5.2%	1.2%	5.6%	-1.2%	-15.3	8.1%	i
CCN(CC)C(=O)CCSc1nnc(-c2ccncc2)o1	1.3%	2.3	1.4%	-1.4%[1.53 µM]	-20.3%	4.6%	20.7	4.3%	i
O=C(CSc1nc2ccccc2c(=O)n1Cc1ccc(C(=O)NC2CC2)cc1)NCc1ccco1	-3.1%	0.4	·	9.5%	-4.7%	5.2%	13.3	-8.5%	-55.5%[inhibitor]
COCCNc1ncnc2c1ncn2[C@H]1CN(Cc2ccc3c(c2)OCO3)C[C@@H](CO)O1	-1.0%	10.7	0.8%	5.2%	22.2%	-3.6%	10.2	17.3%	i
Cc1ccc(S(=O)(=O)N(CC(=O)NC2CC2)c2ccc(C)c(Cl)c2)cc1	?	1.5	9.1%	0.4%	?	-2.7%	15.2	·	-6.9%
COc1ccc(NC(=O)Cn2cccc2)c(OC)c1	5.3%	8.9	-7.1%	-15.0%	-1.0%	-8.3%	7.5	-23.6%	i
O=S(=O)(c1ccc2ccccc2c1)N1CCN(C2CCN(Cc3ccccc3)CC2)CC1	-14.6%	-25.8	0.7%	-16.4%	3.5%	-3.1%	-61.4*	7.31µM*	i
COc1ccc(-c2noc(COc3ccc4ccccc4c3Br)n2)cc1OC	3.8%	7.9	3.3%	-10.0%	6.4%	-5.7%	2.6	0.5%	i
COc1ccccc1CCNC(=O)CCCn1c(=O)c2cccn2c2cccnc21	13.3%	9.5	·	4.9%	10.3%	·	·	·	i
CC(=O)c1c(O)c2ccccc2n(Cc2ccccc2)c1=O	?	-0.4	-0.3%	-6.5%	-14.8%	-1.8%	15.8	-0.7%	-9.5%
O=C(CCNC(=O)c1ccc(Br)cc1)Nc1nccs1	-0.3%[7.66 µM]	2.6	0.0%	-4.7%[7.66 µM]	12.8%	1.0%	8.0	?	i
C=CCC(c1ccccc1F)N(CCN1CCOCC1)C(=O)Nc1cccc(Cl)c1 (stereo unspecified)	-15.0%	-0.5	·	-24.0%	14.4%	5.4%	?	-11.8%	i
NS(=O)(=O)c1cccc(NC(=O)CC23CC4CC(CC(Br)(C4)C2)C3)c1	7.4%	0.8	-0.4%	-0.9%	-12.9%	6.5%	-0.9	?	-3.4%
COc1ccc(Cl)c(CNC[C@H]2O[C@@H](n3cnc(C(N)=O)n3)[C@H](O)[C@@H]2O)c1	4.1%	1.0	0.8%	0.6%	8.2%	3.6%	0.8	2.0%	-35.9%
O=C(Nc1ccc(C(F)(F)F)cc1)c1ccc2ncsc2c1	?	3.9	-27.2%	9.2%	-0.8%	-1.3%	-20.6	-1.9%	-2.9%
O=C(NCC(c1ccco1)N1CCCCC1)c1cc2c(s1)CCCC2 (stereo unspecified)	?	-23.7	4.7%	-2.7%	0.5%	-1.6%	-75.3*	3.2%	-21.0%
Cc1nc2ccc(C(=O)NCCCN3CCCC3=O)cn2c1N(C)C(=O)CCc1ccccc1	11.7%	2.9	1.1%	0.5%	?	11.7%	28.8	2.5%	-22.8%
COc1cccc(-c2nc3nc(C)cc(C)n3c2NC2CCCC2)c1	3.4%	5.3	4.0%	1.8%	22.6%	6.4%	5.1	-28.8%	-24.2%
CC(C)(C)NC(=O)/C(=C\c1ccco1)NC(=O)c1cccs1	8.0%	6.1	4.5%	6.5%[1.53 µM]	11.8%	11.0%	13.4	-10.9%	i
O=C(CSc1nc(-c2ccccc2)cs1)N1CCc2ccccc21	9.2%	-7.4	·	-1.3%	-11.4%	-2.3%	-1.7	-19.4%	-5.9%
CSc1ccccc1C(=O)Nc1cc(C)cc(C)c1	-12.3%	2.8	-7.8%	13.4%	6.9%	22.0%	2.0	-8.3%	i
CCOc1ccc(Cl)cc1-c1cc(C(=O)Nc2ccc(Br)cc2)[nH]n1	?	-20.3	-25.6%	0.9%	5.3%	-6.2%	-2.6	-20.0%	i
Cc1ccc(C(=O)NCC(=O)OCc2nnc(-c3ccc([N+](=O)[O-])cc3)o2)s1	8.4%	-1.2	6.3%	-11.5%	22.9%	-9.9%	7.7	-0.5%	-9.8%
CN(C)C(=O)c1ccc(NC(=O)c2ccccc2Sc2ccccc2C#N)cc1	15.2%	-16.1	-3.7%	-0.4%	-17.1%	1.0%	-14.6	?	-1.5%

Looked up above:
Reading for CCC(=O)Nc1nc2c(s1)COc1ccccc1-2 in TDP43 rescue: 5.6%
Reading for O=C(NCC(c1ccco1)N1CCCCC1)c1cc2c(s1)CCCC2 (stereo unspecified) in KB-V1 MDR tox: 3.2%

Remaining list, next part
SMILES	GLP-1R inv ag	D3 ag	aSyn yeast inh	GLP1R cytotox	TDP43 rescue	GLP-1R agonist	DRD3 antagonist	KB-V1 MDR tox	PTHR1 ag
O=C(NCc1ccco1)c1nc2ccccc2s1	-1.0%	2.5	-10.2%	1.2%	-19.1%	-4.5%	-7.6	-2.1%	-4.4%[57.5 µM]
COc1ccc(OC)c(NC(=O)C2CCCN(S(=O)(=O)c3c(C)noc3C)C2)c1 (stereo unspecified)	-1.9%	0.2	11.1%	-14.6%	4.1%	-1.8%	16.3	-7.1%	-37.9%[inhibitor][57.5 µM]
Cc1ccc2nc(C(=O)N3CCc4c([nH]c5ccccc45)C3c3ccccn3)cn2c1 (stereo unspecified)	?	3.9	-1.3%	0.2%	-11.8%	14.3%	-9.0	-17.4%	-16.2%
COC(=O)C(C)n1cnc2c(nnn2-c2ccc(C)cc2)c1=O (stereo unspecified)	15.5%	-10.9	0.9%	5.2%	-17.1%	5.0%	-7.9	-6.0%	-23.9%
C=C(C)C(=O)Nc1cccc(C2=NOC3(C2)C[C@@H](C(N)=O)N(C(=O)C(=C)C)C3)c1 (stereo partly specified)	12.8%	7.5	-4.1%	11.6%	-2.5%	-4.1%	21.5	0.0%	i
CN(Cc1ccc(F)cc1)Cc1nc(CCc2ccccc2)no1	-18.8%[7.66 µM]	-3.1	-2.9%	1.9%[7.66 µM]	?	-3.1%	-12.8	-22.2%	-15.8%
Cc1nnc2nc(-c3ccccc3)nc(-c3ccccc3)n12	46.9%[activator]	0.2	-2.2%	6.5%	-4.0%	8.3%	20.2	6.9%	i
COc1ccc(CCC(=O)NCC(=O)OCc2ccccc2)cc1	21.2%	2.6	6.6%	-2.1%	20.6%	5.5%	8.6	32.1%	i
O=C(COc1cccnc1[N+](=O)[O-])N1CCC(Cc2ccccc2)CC1	2.2%	-4.3	6.0%	-3.4%	25.4%	19.0%	3.7	0.7%	i
Cc1cc(C)nc(-n2cc(C(=O)c3cc(F)ccc3O)cn2)n1	9.6%	19.9	-16.0%	5.2%	?	9.1%	-19.2	0.0%	-17.1%
CC(=O)c1cc2c(cc1NC(=O)CN1CCC(Cc3ccccc3)CC1)OCO2	-1.3%	4.0	0.6%	7.5%	-7.6%	1.2%	0.0	0.0%	-21.3%[57.5 µM]
COc1ccc(S(=O)(=O)N2CCCCCC2)cc1NC(=O)c1c2c(nc3ccccc13)CCN(Cc1ccccc1)C2	?	19.2	2.9%	10.3%	-10.3%	-1.3%	46.6	?	i
O=C1C(Cl)=C(Nc2ccc(F)cc2)C(=O)N1CCc1ccccc1	?	-6.6	5.1%	0.0%	15.9%	11.1%	-23.8	1.4%	-10.0%
Cc1onc(-c2ccccc2Cl)c1C(=O)N(Cc1nc(-c2ccccc2)no1)C1CCCCC1	?	-2.7	5.0%	-3.3%	-4.8%	7.9%	21.5	18.4µM*	-16.3%[57.5 µM]
COc1cc(-c2nnc(COC(=O)CSCC(=O)Nc3cc(C)on3)o2)cc(OC)c1OC	25.0%	11.4	-2.9%	2.0%	15.5%	2.9%	5.7	21.7%	-16.5%
CN(C)/C=C(/C(=O)c1ccccc1Cl)S(=O)(=O)c1ccccc1	2.1%	0.4	3.6%	8.6%	24.5%	43.7%	4.1	2.7%	i
C=CC[C@@H](CC(=O)NCCO)C(=O)N[C@H](C)COC(=O)[C@@H](CC=C)CC(=O)OC(C)(C)C	18.1%	-18.9	-6.3%	-3.7%	6.5%	0.3%	-0.5	2.5%	-19.2%
COc1cc(/C=C2/C(=O)NN(c3cccc(Cl)c3)C2=O)cc(Br)c1O	5.01µM*	0.0	0.1%	-14.0%	13.5%	-0.4%	31.6	11.1%	-35.2%[inhibitor]
COc1cc2ccccc2cc1C(=O)Nc1ccc(Cl)c(-c2nc3ccccc3o2)c1	-7.4%	4.7	·	7.4%	11.1%	·	·	-6.8%	-12.0%
COc1cccc(C(NC(C)=O)c2nc(-c3ccc(F)cc3OC)cs2)c1 (stereo unspecified)	-35.8%	-5.9	-2.0%	-2.6%	15.1%	10.3%	0.0	0.0%	i
COc1ccc(/C=N/NC(=O)c2ccncc2)cc1CN1CCCc2ccccc21	-6.2%[7.66 µM]	-7.3	4.2%	-1.0%[7.66 µM]	9.0%	0.0%	-11.5	-21.3%	-43.2%[inhibitor]
O=C(Nc1ccc(C(=O)N2CCN(c3ccccc3F)CC2)cc1)C1=CSCCO1	?	-1.9	21.0%	-8.4%	?	-2.2%	-14.5	-24.0%	i
CCS(=O)(=O)c1oc(-c2ccc(F)cc2)nc1S(=O)(=O)c1ccccc1	?	-24.0	·	?	?	·	·	·	-45.7%[inhibitor]
